# AID inhibitor: inhibitors of human activation induced cytidine deaminase; Q9GZX7; AID deamination FRET fluorescence, UDG-coupled, 4 h; Potency, µM (titrated, usually from 115 µM), for inactives: at the highest dose activity change, negative = inhibition, most hits filed as inhibitors; actives 0.32% (n = 91,000); also: nearly all actives have a fitted effect of over 25% in size
# Target sequence (Q9GZX7 whole entry, looked up): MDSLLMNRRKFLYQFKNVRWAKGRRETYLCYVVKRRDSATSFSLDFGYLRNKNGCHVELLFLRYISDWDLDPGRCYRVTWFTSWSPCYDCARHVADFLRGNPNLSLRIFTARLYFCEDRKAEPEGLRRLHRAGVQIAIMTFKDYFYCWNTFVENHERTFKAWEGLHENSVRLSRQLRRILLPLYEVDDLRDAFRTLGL
# UDG counterscr: counter-screen for AID inhibitors: uracil-DNA glycosylase inhibition; FRET deamination/UDG coupled assay, UDG read, 4 h; Potency, µM (doses to about 115 µM), inactives show at the highest dose activity change, negative = inhibition, hits mostly inhibitors; actives 0.14% (n = 91,000); also: nearly all actives have a fitted effect of over 65% in size
# * hit, by the source's call; ? = inconclusive; [ ] = remark or other dose. Calls follow the shape of the dose curve; as a rule, active = well fitted curve in the direction sought with a large enough effect; inconclusive = small, poorly fitted or top-dose-only effect, or another doubt; inactive = no such curve, though single readings can be large; an effect the other way counts as inactive or inconclusive. % is scaled to controls: 0 for no effect and ±100 for the full control effect; potency is read from the fitted curve at half-maximal effect. These rows are one share of the data; rates above refer to the full screens.
# Under each structure – AID inhibitor | UDG counterscr
1) COCCNc1oc(COc2ccc(-c3ccccc3)cc2)nc1C#N
  -6.1% | 1.3%
2) CCN(CC)c1cc(C)nc(NCc2ccccc2)n1
  -12.5% | -5.1%
3) COc1ccc(Cl)cc1NC(=O)Cn1c(=O)oc2cc(S(=O)(=O)N3CCCCCC3)ccc21
  -3.1% | -18.0%
4) Cc1ccc(CN(C(=O)CC23CC4CC(CC(O)(C4)C2)C3)C2CC2)o1
  1.5% | -2.2%
5) CCOC(=O)C1CCN(C(=O)CSc2nnc(-c3ccc(Cl)cc3)n2N)CC1
  2.6% | -0.1%
6) Cc1cn(C)c(CC(=O)NCc2ccccc2)c1C(=O)O
  -5.2% | -5.9%
7) COc1ccc(N2Cc3cccc(C(=O)Nc4ccc(F)cc4)c3C2=O)cc1
  5.6% | -5.5%
8) O=C(CSc1nnc(Cc2ccccc2)n1-n1cccc1)Nc1ccccc1
  -20.3% | -6.8%
9) Cn1cc(-c2cc3n(n2)CCC(=O)N3CCCC(=O)Nc2ccc(Cl)cc2)c2ccccc21
  9.5% | 0.0%
10) CCCC(C)(C)NC(=O)c1cc(OC)c(OC)c(OC)c1
  -7.6% | -8.8%
11) O=C(NCc1cccs1)c1ccc(Cn2c(SCc3cccc(F)c3)nc3cccnc32)cc1
  -8.4% | -1.9%[57.5 µM]
12) O=C(/C(C=Nc1cccc(Cl)c1)=C(/O)c1ccco1)C(F)(F)F
  11.1% | 1.8%
13) COc1cc(C(=O)NC2CCCCC2)ccc1C
  4.0% | -5.4%
14) Cc1csc(CCCCNC(=O)C2(c3ccc(Br)cc3)CC2)n1
  -2.1% | 11.7%
15) Cc1ccccc1NC(=O)c1ccc(Cl)c(S(=O)(=O)N2CCCCCC2)c1
  18.7% | -16.0%
16) CN(Cc1ccccc1)C(=O)C1CCC(C(=O)N(C)Cc2ccccc2)CC1 (configuration not stated)
  -7.2% | -8.7%
17) COc1cc(-c2noc(-c3ccc(N(C)C)c([N+](=O)[O-])c3)n2)cc(OC)c1OC
  2.4% | 7.9%
18) O=C(Nc1ccc(Br)cc1)Nc1nc2c(s1)CCCCCC2
  -3.8% | 0.0%
19) Cc1ccc(C)c(Nc2ncnc3c2cnn3-c2ccc(F)cc2)c1
  ? | -18.4%
20) Cc1cc(C)c2c(CC(=O)N(Cc3ccccc3)C3CCS(=O)(=O)C3)coc2c1 (configuration not stated)
  -20.8% | -7.7%
21) COc1cccc(CN2CCc3nc(Nc4ccc5c(c4)OCCO5)ncc3C2)c1OC
  ? | ?
22) CC1CCC(NC(=O)c2cc(=O)[nH]c3ccccc23)CC1 (configuration not stated)
  5.9% | 11.9%
23) N#Cc1ccc(OC(=O)c2ccc(N3CCOCC3)nc2)cc1
  2.6% | -2.7%
24) COc1cccc(-c2noc(-c3occc3Br)n2)c1
  -19.6% | -13.7%
25) CCN(CC)C(=O)c1sc2c(c1C)c(=O)n(-c1ccccc1)c(=O)n2Cc1c(C)cc(C)cc1C
  -5.7% | -6.0%
26) O=C(N/N=C/c1ccc([N+](=O)[O-])o1)C1CCCCC1
  3.0% | -6.1%
27) CCCC(=O)Nc1ccc(C(=O)OC/C(=N/O)c2ccc(OC)cc2)cc1
  0.1% | 3.4%
28) Cc1cc(C)cc(N(CC(=O)Nc2c(C)cc(C)cc2C)S(=O)(=O)c2c(C)nn(C)c2C)c1
  -28.7% | 12.7%
29) COc1cccc(NC(=O)C2CCC(CNS(=O)(=O)c3ccc4c(c3)CCCC(=O)N4)CC2)c1 (configuration not stated)
  -27.7% | 5.4%
30) CSc1ccc(/C=C/C(=O)c2cc3cc(Cl)ccc3oc2=O)cc1
  -0.3% | 6.2%
31) CCn1c(SCC(=O)O)nc2c(=O)n(C)c(=O)n(C)c21
  -3.9% | -2.7%
32) O=C(NCc1ccc(Cl)cc1)C1CCN(S(=O)(=O)c2cccc3nonc23)CC1
  24.0% | -5.7%
33) CC(=O)Nc1cccc(C(C)NC(=O)Nc2cc(Cl)ccc2Cl)c1 (configuration not stated)
  1.2% | 9.4%
34) CCCN1CCN(c2ncnc3sc(C(=O)Nc4c(C)cc(C)cc4C)c(C)c23)CC1
  ? | -9.8%
35) CC(=O)c1ccc(NC(=O)C2CCCN(S(=O)(=O)c3ccc4c(c3)CCCN4C(C)=O)C2)cc1 (configuration not stated)
  -12.7% | 1.3%
36) N#CCN(CC#N)C(=O)c1ccc2c(c1)OCCCO2
  -4.5% | -4.7%
37) O=c1c2ccccc2nc2n1CCc1c-2[nH]c2ccccc12
  -6.5% | -9.4%
38) Cc1ccc(C)c(CN2C(=O)c3ccccc3S(=O)(=O)c3ccc(C(=O)N4CCOCC4)cc32)c1
  5.4% | -10.6%
39) CCOc1ccc(-c2c(C)nn3c(C)c(C(=O)Nc4cc(C)cc(C)c4)cnc23)cc1OCC
  -0.1% | 0.0%
40) N#C/C(=C/c1ccc(OC(F)F)cc1)c1ccc(C(F)(F)F)cn1
  -4.5% | -3.8%
41) C/C(=N\NC(=S)Nc1cccc(C)c1)c1ccc(Br)cc1
  -1.1% | 0.4%
42) O=C(NCc1ccco1)C1CCN(C(=O)N2CCOc3ccccc32)CC1
  -12.1% | -2.5%
43) COc1ccc(CCNC(=O)C(=O)Nc2ccc(C)cc2)cc1OC
  7.9% | 7.5%
44) COc1cccc(C(=O)NCC(=O)OCc2cc(=O)n3c(C)csc3n2)c1
  0.3% | 3.2%
45) CN(C)CCOc1ccc(C(=O)/C=C/c2ccc(C(=O)O)cc2)cc1
  8.3% | 7.8%
46) O=C(Nc1ccncc1)c1cccc(OCc2ccc(F)cc2)c1
  -7.9% | -5.4%
47) CCOC(=O)C(C)NC(=O)c1cc2c(=O)[nH]c3ccc(C)cc3c2s1 (configuration not stated)
  -6.7% | 7.8%
48) COc1cccc(NC(=O)CCNS(=O)(=O)c2ccc(Br)s2)c1
  22.1% | 4.0%
49) Cc1nc2ccc(S(=O)(=O)NC(CC(C)C)C(=O)N3CCN(c4ccc(F)cc4)CC3)cc2s1 (configuration not stated)
  7.1% | -1.4%
50) CCCN1C(=O)c2oc3cc(C)cc(C)c3c(=O)c2C1c1ccc(F)cc1 (configuration not stated)
  17.7% | 21.5%
51) CCOC(=O)C1=C(C)OC(N)=C(C#N)C1c1cccc(C(F)(F)F)c1 (configuration not stated)
  21.8% | 10.9%
52) COC(=O)c1cc2sc(Cl)cc2n1Cc1nc(-c2ccc(OC)cc2)oc1C
  10.8% | 2.9%
53) CC(O)CNc1nc2c(c(=O)n(C)c(=O)n2C)n1Cc1ccccc1Cl (configuration not stated)
  9.9% | 11.1%
54) Cn1c(NC(=O)c2ccco2)c(-c2cccc(Cl)c2)c(=O)c2ccccc21
  10.1% | -5.8%
55) CCOC(=O)C(NC(=O)NC)C(F)(F)F (configuration not stated)
  0.1% | 2.9%
56) Cn1cc(C(=O)NC2CCN(Cc3ccccc3)CC2)c2ccccc21
  -4.0% | -11.8%
57) CCCCn1nc(NC(=O)c2cccc(Cl)c2)c2cc3ccc(C)cc3nc21
  20.2% | -3.1%
58) CC(=O)c1ccc(NC(=O)C(C)SC2CCCC2)cc1 (configuration not stated)
  -2.5% | -7.5%
59) O=C(c1cn(-c2ccccc2)nn1)N1CCc2ccccc2C1
  -6.3% | 1.0%
60) CC(C)(C)C(=O)NCC(=O)O
  -0.5% | -1.7%

# Ordered by formula weight (high to low): some entries from above.
# Under each structure – AID inhibitor | UDG counterscr
48) COc1cccc(NC(=O)CCNS(=O)(=O)c2ccc(Br)s2)c1
  22.1% | 4.0%
31) CCn1c(SCC(=O)O)nc2c(=O)n(C)c(=O)n(C)c21
  -3.9% | -2.7%
36) N#CCN(CC#N)C(=O)c1ccc2c(c1)OCCCO2
  -4.5% | -4.7%

# Next part:
# Under each structure – AID inhibitor | UDG counterscr
61) COc1ccc2nc(N(Cc3cccnc3)C(=O)c3ccc4c(c3)OCCO4)sc2c1
  9.4% | -6.0%
62) CC(C)C(=O)N/N=C/c1ccco1
  -2.2% | -10.1%
63) COc1cc(/C=N/O)c(Br)cc1OC(C)C
  -0.4% | 7.1%
64) COC(=O)c1cccc(-n2c(CCC(=O)O)ccc2-c2cccs2)c1
  5.3% | 12.3%
65) COc1cccc(C(c2sc3nc(-c4ccco4)nn3c2O)N2CCCC2)c1 (configuration not stated)
  7.1% | -4.4%[57.5 µM]
66) CCOc1ccc(CCNC(=O)CCCc2nnc3n(CC(C)C)c(=O)c4sccc4n23)cc1
  2.1% | 4.5%
67) CCC(C)Cc1nc(N)c(C#N)c(-c2ccccc2)c1C (configuration not stated)
  -20.3% | -12.3%
68) Cc1ccc(NS(=O)(=O)c2ccc(N/N=C/c3ccccc3)c([N+](=O)[O-])c2)c(C)c1
  -4.0% | -2.7%
69) COC(=O)c1sc2cccc(F)c2c1S(=O)(=O)N1CCN(c2ccc(C)cc2C)CC1
  -1.6% | 12.9%
70) O=C(Cn1ncc2c(=O)oc3ccccc3c21)NCc1ccccc1Cl
  -8.6% | 1.6%
71) Cc1cc(-c2csc(Nc3ccc(O)cc3)n2)ccc1F
  -8.0% | -3.7%
72) Cc1cc(C)cc(OCC(=O)NCC2(N3CCOCC3)CCCCC2)c1
  -29.0% | -3.4%[57.5 µM]
73) Cc1cccc(CCNC(=O)c2cc3c(s2)-c2c(C)cccc2OC3)c1
  -9.4% | -18.6%
74) O=C(Cc1csc2ccccc12)NC1CCCCCC1
  2.1% | -6.7%
75) Cc1ccc(-c2sc(C(=O)O)cc2C)o1
  28.3% | 8.6%
76) CCCc1cc(=O)oc2c(C)c(OCC(=O)NCCN3CCOCC3)ccc12
  -14.2% | -8.8%
77) CC(C)NCC(O)COc1ccc(CCOCC2CC2)cc1 (configuration not stated)
  -3.6% | -2.8%
78) Cc1nc(COc2ccccc2C(=O)Nc2nc(-c3ccccc3)cs2)no1
  -0.8% | -5.5%
79) CCC(=O)NCCNC(=O)c1nc2ccccc2c(=O)[nH]1
  -6.3% | -2.6%
80) O=C(Nc1ccccc1)c1cc(-c2ccccn2)nc2ccccc12
  -2.8% | 3.6%
81) CC(C)c1ccc(C2C3=C(CC(C)(C)CC3=O)OC3=C2C(=O)CC(C)(C)C3)cc1
  -11.0% | -8.9%
82) O=C(COC(=O)CC12CC3CC(CC(C3)C1)C2)Nc1ccc([N+](=O)[O-])cc1C(F)(F)F
  -2.2% | 5.3%
83) C#CCN1CCN(CC#N)CC12CCOC(C)(C)C2 (configuration not stated)
  -2.6% | 3.5%
84) NCCS(N)(=O)=O
  0.1% | 9.5%
85) O=C(Cn1cc(I)c(=O)c(I)c1)N1CCCCC1
  5.5% | 2.3%
86) COC(=O)c1cccc(S(=O)(=O)NCc2ccc(N3CCCC3)nc2)c1
  -6.3% | -3.6%
87) O=c1c(Cl)c(N2CCN(Cc3nc(-c4ccccc4Cl)no3)CC2)cnn1-c1ccccc1
  -8.9% | -1.5%
88) COC(=O)c1c(NC(=O)Cc2coc3cc(C)ccc23)sc2c1CCCC2
  33.6%[activator] | -13.6%
89) COc1ccc(C(CC(=O)Nc2ccc(C)c(C)c2)N2Cc3ccccc3C2=O)cc1OC (configuration not stated)
  ? | -11.4%
90) O=C(NCCN1CCCCCC1)C1CC=CCC1 (configuration not stated)
  3.1% | 2.9%
91) O=C(O)c1cccc(COc2ccc(Br)cc2)c1
  -0.3% | -4.1%
92) CCc1ccccc1NC(=O)CN(Cc1ccccc1)S(=O)(=O)c1ccc(Br)cc1
  -10.5% | 0.0%
93) CN1C(=O)c2[nH]nc(-c3ccc(F)cc3)c2C1c1cccc(O)c1 (configuration not stated)
  0.9% | -3.3%
94) Cc1ccc(Cn2c(CCNC(=O)c3cccc(C)c3)nc3ccccc32)cc1
  ? | -13.7%
95) COCCn1cnnc1SCc1ccccc1F
  -3.0% | 2.2%
96) Nc1nnnn1NCc1ccc(-c2ccccc2F)o1
  5.0% | 4.0%
97) C/C(=N\N(c1ccccc1)c1ccccc1)c1ccc([N+](=O)[O-])cc1
  -11.5% | 0.8%
98) CCOc1ccc(CNC(=O)c2cccc(Nc3nc4ccccc4n4nnnc34)c2)cc1OC
  13.7% | 4.2%
99) O=C1NC(=O)/C(=C/c2ccc(-c3ccc(F)cc3O)o2)S1
  -6.2% | 6.1%
100) Cc1cc(=O)oc2c(C)c3oc(/C(=N/O)c4ccccc4)c(C)c3cc12
  -28.4% | 5.2%
101) CC1=C/C(=N/NC(=S)Nc2cc(C)ccc2C)CC1
  4.3% | -0.2%
102) CCc1nn(CC(=O)NC(C)CC)c(=O)c2cc3occc3n12 (configuration not stated)
  -6.3% | -14.4%
103) Cc1nc(C(=O)NC2CCCC2)ccc1C#N
  -7.6% | -4.9%
104) CCn1cnc2c1c(=O)n(CC(=O)Nc1ccc(N3CCCC3)cc1)c(=O)n2Cc1ccccc1
  1.7% | 3.6%
105) COc1ccc(Cl)cc1NC(=O)c1c(NCc2ccc(C)o2)sc2c1CCCC2
  33.3%[activator] | 0.5%
106) Cc1cccc(NC(=O)c2oc3ccccc3c2NC(=O)c2cc(=O)c3ccc(C)cc3o2)c1
  4.9% | -6.0%[57.5 µM]
107) Cc1ccc(Nc2nc(-c3cnc(N4CCN(C)CC4)nc3C)cc(=O)[nH]2)cc1
  -7.0% | 6.0%
108) Cc1ccc(C)c(OCCn2cnc3c2c(=O)n(C)c(=O)n3C)c1
  -10.2% | 4.3%
109) CSc1ncc(C(=O)Nc2c(C)cccc2C)c(-c2ccccc2)n1
  -0.5% | -7.0%[57.5 µM]
110) FC(F)(F)c1ccccc1/C=N/N=C(c1ccccc1)c1ccccc1
  -2.2% | -7.0%
111) CC(C)CCSc1nc2c(c(=O)n(C)c(=O)n2C)n1C/C=C/c1ccccc1
  -12.2% | -9.5%
112) C=CCn1c(SC(C)C(=O)OC)nc2c1c(=O)[nH]c(=O)n2C (configuration not stated)
  2.4% | -1.3%
113) O=C(CCC1CCCCC1)Nc1ccc(F)cc1
  8.2% | -3.3%
